Screening results (PubChem)
TcdB GH inh – blocks C. difficile toxin B glycohydrolase activity. P18177. TcdB glycohydrolase enzymatic assay, plate reader. inhibition, % at 9.99 µM. actives 0.24% (n = 350,000); in the data active means inhibition above about 10%
Target sequence (P18177 whole entry, looked up): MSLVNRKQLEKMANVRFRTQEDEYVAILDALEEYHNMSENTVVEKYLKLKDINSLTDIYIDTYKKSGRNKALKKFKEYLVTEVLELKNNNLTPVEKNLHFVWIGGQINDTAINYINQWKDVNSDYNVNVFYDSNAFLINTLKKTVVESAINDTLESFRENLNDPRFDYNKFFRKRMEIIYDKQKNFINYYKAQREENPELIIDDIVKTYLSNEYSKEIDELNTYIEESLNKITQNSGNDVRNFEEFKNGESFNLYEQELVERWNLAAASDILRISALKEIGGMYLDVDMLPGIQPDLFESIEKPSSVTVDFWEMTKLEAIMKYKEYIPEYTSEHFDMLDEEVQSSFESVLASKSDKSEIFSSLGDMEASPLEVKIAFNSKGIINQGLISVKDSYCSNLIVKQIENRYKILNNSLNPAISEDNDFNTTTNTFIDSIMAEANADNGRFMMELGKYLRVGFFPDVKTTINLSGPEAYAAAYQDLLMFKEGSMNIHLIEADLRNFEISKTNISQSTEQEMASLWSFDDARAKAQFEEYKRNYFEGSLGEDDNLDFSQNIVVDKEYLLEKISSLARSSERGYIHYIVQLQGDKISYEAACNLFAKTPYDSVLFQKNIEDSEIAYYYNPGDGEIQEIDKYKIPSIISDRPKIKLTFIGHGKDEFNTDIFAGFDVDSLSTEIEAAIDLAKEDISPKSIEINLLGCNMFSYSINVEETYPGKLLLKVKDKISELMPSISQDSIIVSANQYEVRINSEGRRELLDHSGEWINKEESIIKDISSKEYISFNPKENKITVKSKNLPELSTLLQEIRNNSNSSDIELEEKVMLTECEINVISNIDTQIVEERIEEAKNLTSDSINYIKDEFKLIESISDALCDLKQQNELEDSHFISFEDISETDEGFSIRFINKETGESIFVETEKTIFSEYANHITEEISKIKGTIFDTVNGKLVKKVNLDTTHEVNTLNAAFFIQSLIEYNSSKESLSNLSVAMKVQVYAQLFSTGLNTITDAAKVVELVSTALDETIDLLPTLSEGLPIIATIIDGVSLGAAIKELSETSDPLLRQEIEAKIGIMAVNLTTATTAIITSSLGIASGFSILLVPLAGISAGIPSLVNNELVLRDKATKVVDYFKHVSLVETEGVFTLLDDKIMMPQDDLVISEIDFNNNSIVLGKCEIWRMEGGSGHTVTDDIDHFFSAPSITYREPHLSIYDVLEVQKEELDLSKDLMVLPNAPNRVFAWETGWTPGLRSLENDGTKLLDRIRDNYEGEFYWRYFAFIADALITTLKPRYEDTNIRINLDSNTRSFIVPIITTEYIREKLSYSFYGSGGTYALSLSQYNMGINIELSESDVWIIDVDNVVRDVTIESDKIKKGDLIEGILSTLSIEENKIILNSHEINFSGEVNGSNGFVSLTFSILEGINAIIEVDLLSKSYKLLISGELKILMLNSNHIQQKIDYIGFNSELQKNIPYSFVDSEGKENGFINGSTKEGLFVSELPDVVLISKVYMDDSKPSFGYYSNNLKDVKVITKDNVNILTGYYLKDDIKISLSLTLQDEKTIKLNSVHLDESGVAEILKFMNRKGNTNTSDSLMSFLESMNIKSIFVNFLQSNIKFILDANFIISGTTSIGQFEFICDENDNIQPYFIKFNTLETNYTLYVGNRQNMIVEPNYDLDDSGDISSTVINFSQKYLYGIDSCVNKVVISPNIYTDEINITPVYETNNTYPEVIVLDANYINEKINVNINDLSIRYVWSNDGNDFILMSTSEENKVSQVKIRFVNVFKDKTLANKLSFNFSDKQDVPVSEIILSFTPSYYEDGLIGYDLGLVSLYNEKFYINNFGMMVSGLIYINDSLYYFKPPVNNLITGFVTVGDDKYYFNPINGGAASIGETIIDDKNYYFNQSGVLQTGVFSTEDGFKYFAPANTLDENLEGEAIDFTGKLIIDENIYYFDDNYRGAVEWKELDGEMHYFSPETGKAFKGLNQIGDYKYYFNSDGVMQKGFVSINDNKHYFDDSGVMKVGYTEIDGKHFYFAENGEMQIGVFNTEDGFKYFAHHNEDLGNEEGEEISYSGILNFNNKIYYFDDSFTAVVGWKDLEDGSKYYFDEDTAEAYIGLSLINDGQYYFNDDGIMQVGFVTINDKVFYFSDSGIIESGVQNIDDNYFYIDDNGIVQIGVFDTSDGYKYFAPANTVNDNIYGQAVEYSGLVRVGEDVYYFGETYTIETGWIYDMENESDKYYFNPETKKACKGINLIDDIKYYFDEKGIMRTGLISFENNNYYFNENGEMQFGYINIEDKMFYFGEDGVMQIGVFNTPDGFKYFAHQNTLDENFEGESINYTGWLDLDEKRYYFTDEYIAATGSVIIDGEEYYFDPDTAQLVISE
The depositor's hits bear a star. A portion of the library; the hit share may differ from the screen's.

SMILES	TcdB GH inh
Cc1noc(C)c1S(=O)(=O)N(C)C[C@H]1OCCCC[C@H](C)Oc2ccc(NS(=O)(=O)c3ccc(Cl)cc3)cc2C(=O)N([C@@H](C)CO)C[C@@H]1C	1.4
C[C@@H]1CN([C@@H](C)CO)C(=O)c2cc(NC(=O)Nc3cccc4ccccc34)ccc2O[C@@H]1CN(C)C(=O)NC1CCCCC1	0.4
CO[C@@H]1CN(C)C(=O)c2ccc(NC(C)=O)cc2OC[C@@H](C)N(Cc2cc(-c3ccccc3)on2)C[C@H]1C	0.6
COc1ccc(NC(=O)N(C)C[C@@H]2OCCCC[C@@H](C)Oc3ccc(NS(C)(=O)=O)cc3C(=O)N([C@@H](C)CO)C[C@H]2C)cc1	0.8
Cc1noc(C)c1S(=O)(=O)N(C)C[C@H]1Oc2c(NC(=O)C3CC3)cccc2C(=O)N([C@@H](C)CO)C[C@H]1C	-0.2
O=C(c1cccc(F)c1)N1CCCCN2[C@@H](CO)[C@H](c3ccc(-c4ccccc4)cc3)[C@@H]2C1	0.4
C[C@@H]1CN([C@@H](C)CO)C(=O)c2cc(NS(=O)(=O)c3cccs3)ccc2O[C@@H](C)CCCCO[C@@H]1CN(C)CC1CCCCC1	-0.8
CCCN(C)C[C@H]1Oc2ncc(-c3cccnc3)cc2C(=O)N([C@H](C)CO)C[C@H]1C	0.3
COc1ccc(-c2cn(CC[C@H]3CC[C@@H](NC(=O)Cc4ccccn4)[C@H](CO)O3)nn2)cc1	0.7
C[C@@H]1CN([C@@H](C)CO)S(=O)(=O)c2ccc(C#CC3CC3)cc2O[C@H]1CN(C)C(=O)c1cccc(F)c1	0.9
Cc1ccc(S(=O)(=O)N(C)C[C@H]2Oc3c(NS(=O)(=O)c4ccc(Cl)cc4)cccc3C(=O)N([C@H](C)CO)C[C@@H]2C)cc1	1.0
CN(C)C(=O)c1ccc(-c2ccc3c(c2)[C@@H]2[C@@H](CCN2Cc2ccc4c(c2)OCO4)[C@@H](CO)N3)cc1	-0.5
C[C@H](CO)N1C[C@H](C)[C@H](CN(C)C)OCCCC[C@H](C)Oc2ccc(NC(=O)CCC(F)(F)F)cc2C1=O	-0.2
Cc1ccc(S(=O)(=O)N2CC[C@@H]3[C@H]2c2cc(C#Cc4cccc(F)c4)ccc2N[C@@H]3CO)cc1	-0.4
C[C@H]1CN([C@@H](C)CO)C(=O)Cc2cc(NC(=O)Nc3ccccc3)ccc2O[C@@H]1CN(C)C(=O)Nc1cccc2ccccc12	1.7
COC(=O)[C@]1(Cc2ccccc2CN=[N+]=[N-])N=C(c2ccc(OCCCO)cc2)O[C@@H]1c1ccccc1	-0.5
COc1ccc(NC(=O)Nc2ccc3c(c2)C(=O)N([C@@H](C)CO)C[C@H](C)[C@@H](CN(C)C(=O)Nc2ccc(F)cc2)O3)cc1	-0.7
O=C(CC1CC1)N1CC(=O)N2[C@H](CO)[C@@H](c3ccc(/C=C/c4ccccc4)cc3)[C@@H]2C1	-0.2
Cc1cccc(S(=O)(=O)N2CCCCN3[C@H](CO)[C@H](c4ccc(C#C[C@H](C)O)cc4)[C@@H]3C2)c1	0.3
O=C(C[C@H]1CC[C@@H](NC(=O)c2ccncc2)[C@@H](CO)O1)NCC1CCCCC1	-0.2
COc1ccccc1NC(=O)N[C@@H]1CC[C@@H](CCNS(=O)(=O)c2ccccc2)O[C@@H]1CO	-1.5
CC(=O)N(C)C[C@H]1Oc2ncc(C#CC(C)(C)O)cc2C(=O)N([C@@H](C)CO)C[C@@H]1C	0.4
C[C@H](CO)N1C[C@H](C)[C@H](CN(C)C(=O)NC2CCCCC2)OCCCC[C@H](C)Oc2ccc(NC(=O)Nc3ccc(F)cc3)cc2C1=O	-0.4
Cc1ccc(-c2ccc3c(c2)O[C@@H](CN(C)Cc2ccccn2)[C@@H](C)CN([C@@H](C)CO)S3(=O)=O)cc1	1.5
Cc1ccc(S(=O)(=O)N(C)C[C@@H]2OCCCC[C@@H](C)Oc3ccc(NC(=O)NC4CCCCC4)cc3C(=O)N([C@H](C)CO)C[C@H]2C)cc1	-0.7
O=C(C[C@@H]1CC[C@H](NS(=O)(=O)c2ccc(F)cc2)[C@H](CO)O1)NCc1ccc(Cl)c(Cl)c1	0.4
C[C@@H]1CN([C@H](C)CO)C(=O)Cc2cc(NC(=O)NC3CCCCC3)ccc2O[C@H]1CN(C)CC1CC1	-1.2
CC(C)NC(=O)N(C)C[C@@H]1Oc2ncc(-c3ccc(C(=O)N(C)C)cc3)cc2C(=O)N([C@H](C)CO)C[C@@H]1C	-0.6
CO[C@H]1CN(C)C(=O)c2cc(NS(C)(=O)=O)ccc2OC[C@H](C)N(Cc2ccccc2)C[C@@H]1C	-0.4
CNC[C@@H]1OCCCC[C@H](C)Oc2ccc(NS(=O)(=O)c3ccccc3)cc2C(=O)N([C@H](C)CO)C[C@@H]1C	-0.6

Part of the list above in order of count of non-hydrogen atoms, highest first:
SMILES	TcdB GH inh
CNC[C@@H]1OCCCC[C@H](C)Oc2ccc(NS(=O)(=O)c3ccccc3)cc2C(=O)N([C@H](C)CO)C[C@@H]1C	-0.6
O=C(C[C@@H]1CC[C@H](NS(=O)(=O)c2ccc(F)cc2)[C@H](CO)O1)NCc1ccc(Cl)c(Cl)c1	0.4
CC(=O)N(C)C[C@H]1Oc2ncc(C#CC(C)(C)O)cc2C(=O)N([C@@H](C)CO)C[C@@H]1C	0.4

Four of these compounds, reformatted.
C[C@@H]1CN([C@H](C)CO)C(=O)Cc2cc(NC(=O)NC3CCCCC3)ccc2O[C@H]1CN(C)CC1CC1
  TcdB GH inh: -1.2

CC(C)NC(=O)N(C)C[C@@H]1Oc2ncc(-c3ccc(C(=O)N(C)C)cc3)cc2C(=O)N([C@H](C)CO)C[C@@H]1C
  TcdB GH inh: -0.6

CO[C@H]1CN(C)C(=O)c2cc(NS(C)(=O)=O)ccc2OC[C@H](C)N(Cc2ccccc2)C[C@@H]1C
  TcdB GH inh: -0.4

CNC[C@@H]1OCCCC[C@H](C)Oc2ccc(NS(=O)(=O)c3ccccc3)cc2C(=O)N([C@H](C)CO)C[C@@H]1C
  TcdB GH inh: -0.6

Further compounds.
SMILES	TcdB GH inh
CO[C@@H]1CN(C)C(=O)c2ccc(NS(=O)(=O)c3ccccc3)cc2OC[C@@H](C)N(Cc2cccnc2)C[C@H]1C	-0.2
COCC(=O)Nc1ccc2c(c1)OC[C@H](C)N(Cc1ccccc1F)C[C@@H](C)[C@H](OC)CN(C)C2=O	-0.8
O=C(C[C@H]1C=C[C@H](NC(=O)CC2CC2)[C@H](CO)O1)NCc1ccccc1	-1.7
CO[C@@H]1CN(C)C(=O)c2cc(NS(=O)(=O)c3cn(C)cn3)ccc2OC[C@@H](C)N(CC2CC2)C[C@H]1C	1.0
CCCNC(=O)C[C@@H]1CC[C@H]2[C@H](COc3ccc(NC(=O)NCCC)cc3C(=O)N2C)O1	-2.6
COc1ccc(S(=O)(=O)Nc2ccc3c(c2)C(=O)N([C@H](C)CO)C[C@@H](C)[C@@H](CN(C)S(C)(=O)=O)OCCCC[C@H](C)O3)cc1	0.5
Cc1ccc(S(=O)(=O)Nc2ccc3c(c2)C(=O)N([C@@H](C)CO)C[C@@H](C)[C@H](CN(C)Cc2ccc(Cl)c(Cl)c2)O3)cc1	-0.7
CCCNC(=O)N1CC2(CCN(S(=O)(=O)c3ccc(OC)cc3)CC2)c2c(n(C)c3cc(OC)ccc23)[C@@H]1CO	0.3
C[C@H]1CN([C@@H](C)CO)C(=O)c2cccc(NC(=O)c3ccc(-c4nccs4)cc3)c2O[C@H]1CN(C)Cc1ccc(-c2ccccc2)cc1	-0.4
C[C@@H]1CN([C@@H](C)CO)C(=O)c2cccc(NC(=O)c3ccncc3)c2O[C@@H]1CN(C)Cc1ccc(C(=O)Nc2ccccc2N)cc1	0.6
O=C(Nc1ccc2c(c1)[C@@H]1C[C@@H](CC(=O)N3CCc4ccccc4C3)O[C@@H](CO)[C@@H]1O2)C1CCC1	-0.9
CN1CCN(C(=O)C[C@@H]2CC[C@@H]3[C@H](COC[C@H](O)CN3S(=O)(=O)c3cccc(F)c3)O2)CC1	-7.5
C[C@@H]1CCCCO[C@H](CN(C)C)[C@H](C)CN([C@H](C)CO)C(=O)c2cc(NS(C)(=O)=O)ccc2O1	-1.6
COc1ccc(CN2C[C@@H](C)[C@@H](OC)CN(C)C(=O)c3cc(NC(=O)C4CC4)ccc3OC[C@H]2C)cc1	0.3
COCC(=O)N(C)C[C@@H]1Oc2cc(-c3ccc(OC)cc3)ccc2S(=O)(=O)N([C@@H](C)CO)C[C@@H]1C	1.3
O=C(c1cccnc1)N1CC(=O)N2[C@H](CO)[C@H](c3ccc(-c4cccnc4)cc3)[C@@H]2C1	-1.0
C[C@H](CO)N1C[C@H](C)[C@@H](CN(C)Cc2ccc(Oc3ccccc3)cc2)Oc2c(NS(=O)(=O)c3cccs3)cccc2C1=O	-0.2
CN1C(=O)c2cc(NC(=O)C3CC3)ccc2OC[C@@H]2O[C@H](CC(=O)NCCN3CCCC3)CC[C@H]21	-1.5
CCCN(C)C[C@@H]1Oc2cc(C#Cc3ccc(F)cc3)ccc2S(=O)(=O)N([C@H](C)CO)C[C@@H]1C	-1.9
CC(C)NC(=O)N(C)C[C@H]1Oc2ccc(NC(=O)CCCCCC(=O)Nc3ccccc3N)cc2C(=O)N([C@@H](C)CO)C[C@@H]1C	0.7
C[C@H](CO)N1C[C@H](C)[C@H](CN(C)C(=O)Cc2ccccn2)Oc2ncc(/C=C/c3ccccc3)cc2C1=O	1.0
C[C@@H]1CN([C@@H](C)CO)S(=O)(=O)c2ccc(C#Cc3ccc(F)cc3)cc2O[C@H]1CN(C)C	1.2
COc1ccc(S(=O)(=O)Nc2cccc3c2O[C@@H](CN(C)C(=O)Nc2c(C)noc2C)[C@H](C)CN([C@H](C)CO)C3=O)cc1	-0.2
CNC[C@H]1Oc2cc(C#CC3CCCCC3)ccc2S(=O)(=O)N([C@H](C)CO)C[C@@H]1C	0.1
O=C1O[C@H](c2ccccc2)[C@H](c2ccccc2)N2[C@H]1[C@@H](C(=O)Nc1nc3ccccc3s1)[C@]1(C(=O)Nc3ccc(C#CCCO)cc31)[C@H]2c1ccc(OCCO)cc1	-0.2
O=C(C[C@@H]1C[C@@H]2c3cc(NC(=O)c4cccnc4)ccc3O[C@@H]2[C@@H](CO)O1)NCCc1ccccc1	-0.1
Cc1ccc(S(=O)(=O)N(C)C[C@H]2Oc3ccc(NC(=O)CCN4CCOCC4)cc3CC(=O)N([C@H](C)CO)C[C@@H]2C)cc1	-20
O=C(N[C@@H]1C=C[C@@H](CC(=O)N2CCOCC2)O[C@@H]1CO)c1cccc(F)c1	-1.7
COc1ccc(S(=O)(=O)Nc2ccc3c(c2)CC(=O)N([C@H](C)CO)C[C@H](C)[C@H](CN(C)C(=O)Nc2ccccc2)O3)cc1	0.6
Cc1ccccc1S(=O)(=O)NCC[C@H]1CC[C@H](NC(=O)Nc2cccc(Cl)c2)[C@H](CO)O1	-0.2
COc1ccc(CN(C)C[C@H]2Oc3ccc(NC(=O)CCCCCC(=O)Nc4ccccc4N)cc3C(=O)N([C@H](C)CO)C[C@H]2C)cc1	0.5
CO[C@@H]1CN(C)C(=O)c2cc(NC(=O)C3CCOCC3)ccc2OC[C@@H](C)N(CC2CCOCC2)C[C@H]1C	0.9
C[C@@H]1CCCCO[C@@H](CN(C)Cc2ccc(Cl)c(Cl)c2)[C@@H](C)CN([C@H](C)CO)C(=O)c2cc(NC(=O)NC3CCCCC3)ccc2O1	-0.1
C[C@H](CO)N1C[C@H](C)[C@H](CN(C)C(=O)CC2CC2)Oc2ncc(C#CC(C)(C)O)cc2C1=O	0.1
N#C[C@H]1[C@H](c2ccccc2-c2ccc(F)cc2)[C@H](CO)N1C(=O)NC1CCCCC1	-0.5
C[C@H]1CN([C@@H](C)CO)C(=O)c2cc(NS(=O)(=O)c3ccc(F)cc3)ccc2O[C@H]1CN(C)Cc1ccc2c(c1)OCO2	0.6
CCNC(=O)c1cc2c(c(-c3cccc(-c4ccncc4)c3)n1)[C@H](CCO)N(S(=O)(=O)CC)C2	1.4
C[C@@H]1CN([C@H](C)CO)C(=O)c2cccc(NS(=O)(=O)c3cn(C)cn3)c2O[C@@H]1CN(C)C(=O)Nc1ccccc1	-1.2
C[C@H](CO)N1C[C@H](C)[C@H](CN(C)C(=O)NC2CCCCC2)Oc2ccc(NS(=O)(=O)c3ccc(Cl)cc3)cc2CC1=O	-0.1
Cc1ccc(S(=O)(=O)N(C)C[C@@H]2Oc3ccc(NC(=O)Cc4cn(C)c5ccccc45)cc3C(=O)N([C@H](C)CO)C[C@H]2C)cc1	-1.3
Cc1ccc(S(=O)(=O)N(C)C[C@@H]2Oc3ccc(NC(=O)Nc4ccccc4)cc3CC(=O)N([C@@H](C)CO)C[C@@H]2C)cc1	0.7
CC(=O)N1CC2(C1)[C@H](c1ccccc1)[C@H](CO)N2CC1CCOCC1	-0.2
Cc1noc(C)c1S(=O)(=O)N(C)C[C@H]1OCCCC[C@H](C)Oc2ccc(NC(=O)NC(C)C)cc2C(=O)N([C@H](C)CO)C[C@@H]1C	0.2
Cc1ccc(-c2ccc3c(c2)O[C@@H](CN(C)Cc2ccncc2)[C@@H](C)CN([C@@H](C)CO)S3(=O)=O)cc1	-0.2
COc1ccccc1-c1cccc(-c2nc(C(=O)N3CCOCC3)cc3c2[C@@H](CCO)N([S@](=O)C(C)(C)C)C3)c1	0.4
C/C=C/c1ccc([C@H]2[C@@H](CO)N(C(=O)COC)[C@@H]2CNC(=O)C2CC2)cc1	0.2
CO[C@H]1CN(C)C(=O)c2ccc(NC(C)=O)cc2OC[C@@H](C)N(C(=O)c2ccccn2)C[C@H]1C	0.1
C[C@@H]1CN([C@@H](C)CO)C(=O)c2cc(-c3cccnc3)cnc2O[C@H]1CN(C)C(=O)Nc1ccc(F)cc1	-0.1
CCC(=O)Nc1ccc2c(c1)OC[C@H](C)N(C(=O)c1ccc(F)cc1)C[C@H](C)[C@H](OC)CN(C)C2=O	0.1
COc1cccc(C(=O)N2C[C@@H]3[C@H](c4ccccc42)[C@@H](CO)N3Cc2ccccc2F)c1	1.4
